Compound activity as filed in PubChem BioAssay.
Wnt bcat act: activators of Wnt/beta-catenin signaling; Wnt/beta-catenin reporter cell assay, activator, plate reader; activation, % at 9.35 µM; 300,000 compounds, 1.2% hits; AID 743398; in the data active means activation above about 30%, passing the limit was not always enough;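 further: 0% = neutral control wells and 100% = positive control wells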
V-ATPase pHluor: yeast V-ATPase proton transport regulation by pHLuorin; S. cerevisiae, pHLuorin cytosolic pH fluorescence; response, % at 10 µM; 350,000 compounds, 0.37% hits; in the data active means response mostly above about 7.3%, no sharp cut-off; inactive means mostly below about 5.4%; further: actives read high; inactives centre near 0; some compounds called inactive have numbers as strong as hits; reference of the scale not given here
Tat transport: inhibitors of E. coli Tat protein transport; E. coli MC4100 TorA-mCherry Tat export, fluorescence; inhibition, % at 10 µM; 340,000 compounds, 0.036% hits; AID 488895;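 active means mean replicate inhibition at least 50% and at least half of replicates individually reaching 50%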;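 further: exported cargo escapes ClpAP degradation while cytoplasmic cargo is degraded and loses fluorescence; 0% = median of neutral control wells and 100% = median of NaSCN control wells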
CDK5 inh: CDK5/p35 (human) kinase inhibition; Recombinant CDK5/p35, ADP-Glo luminescence, 60 min; 330,000 compounds, 0.01% hits; Q00535+Q15078; inhibition, % at 10 µM;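 active means highest replicate inhibition of at least 50% and at least 75% of replicates reaching 50%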;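 further: plate controls were DMSO neutral control for no effect and GW8510 at 10 µM for full effect; many of its hits are not listed in these tables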
Target sequence (Q00535 whole entry, looked up): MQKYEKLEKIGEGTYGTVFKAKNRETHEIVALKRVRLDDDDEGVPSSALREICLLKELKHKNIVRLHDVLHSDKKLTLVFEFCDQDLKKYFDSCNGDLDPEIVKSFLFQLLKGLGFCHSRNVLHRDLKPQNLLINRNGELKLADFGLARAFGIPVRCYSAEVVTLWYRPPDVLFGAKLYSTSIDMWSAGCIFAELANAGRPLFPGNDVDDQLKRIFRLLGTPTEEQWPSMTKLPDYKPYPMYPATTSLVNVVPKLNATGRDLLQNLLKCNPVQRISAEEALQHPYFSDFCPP
Target sequence (Q15078 whole entry, looked up): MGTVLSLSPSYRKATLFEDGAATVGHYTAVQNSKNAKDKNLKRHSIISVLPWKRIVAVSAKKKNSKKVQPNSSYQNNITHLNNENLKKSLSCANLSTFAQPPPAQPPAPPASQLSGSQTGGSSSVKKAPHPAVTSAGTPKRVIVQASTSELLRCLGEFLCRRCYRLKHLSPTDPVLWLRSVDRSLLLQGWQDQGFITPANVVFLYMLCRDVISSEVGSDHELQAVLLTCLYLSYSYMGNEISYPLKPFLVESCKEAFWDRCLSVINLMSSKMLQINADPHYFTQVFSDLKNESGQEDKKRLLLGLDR
CAL PDZ FP-1: blocks peptide binding to the human CAL PDZ domain; inhibition, % at 24.9 µM; AID 602252; purified CAL PDZ, TMR-peptide fluorescence polarization, 1 h; Q9HD26; 300,000 compounds, 0.92% hits;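 active means mean inhibition of at least 30% with at least half of replicates also reaching 30%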;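 further: 0% = DMSO neutral control and 100% = excess unlabeled competitor peptide PRC23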
MITF act: increases MITF-driven TRPM1 promoter luciferase signal; SK-MEL-5 TRPM1-promoter luciferase, 24 h; % of positive control, neutral wells = 0; activation, % at 12.5 µM; 300,000 compounds, 0.75% hits;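 active means mean activation of at least 80% with every replicate also reaching 80%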;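 further: 0% = neutral control wells and 100% = parthenolide positive control wells; values of inactives mirror those of a sister screen read the other way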
Rtt109 HAT inh: inhibitors of Candida albicans Rtt109/Vps75 histone acetyltransferase; purified Rtt109/Vps75, ThioGlo CoA-SH fluorescence, 4 h; 330,000 compounds, 0.16% hits; Q5AAJ8; AID 540336; inhibition, % at 34.9 µM;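 active means inhibition of at least 50% in every replicate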
Target sequence (Q5AAJ8 whole entry, looked up): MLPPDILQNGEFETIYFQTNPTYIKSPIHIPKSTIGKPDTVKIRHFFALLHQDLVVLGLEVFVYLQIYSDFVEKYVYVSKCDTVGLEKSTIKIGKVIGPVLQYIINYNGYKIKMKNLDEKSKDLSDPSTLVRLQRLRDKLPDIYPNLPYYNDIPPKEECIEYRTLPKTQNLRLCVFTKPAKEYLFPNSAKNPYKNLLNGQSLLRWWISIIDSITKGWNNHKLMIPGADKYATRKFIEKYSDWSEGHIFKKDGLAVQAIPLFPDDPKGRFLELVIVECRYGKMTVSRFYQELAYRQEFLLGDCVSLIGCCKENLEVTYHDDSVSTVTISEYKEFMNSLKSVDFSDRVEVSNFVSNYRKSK
dFosB activator: activators of mouse delta FosB homodimer | purified delta FosB, TAMRA-CDK5 oligo fluorescence polarization; percent of positive-control signal above neutral wells | activation, % at 25 µM | 340,000 compounds, 0.99% hits | AID 493131;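 active means mean activation above about 17%, with every replicate also reaching it, limit read from the data, passing the limit was not always enough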;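 further: fluorescence polarization rise as delta FosB binds a TAMRA Cdk5 AP-1 oligo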
CAL PDZ FP-2: inhibitors of human CAL PDZ peptide binding | Q9HD26 | purified CAL PDZ, TMR-peptide fluorescence polarization, 1 h | inhibition, % at 20 µM | 330,000 compounds, 0.02% hits | AID 504414;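 active means highest replicate inhibition of at least 40%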;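 further: plate controls were DMSO neutral control wells for no effect and unlabeled competitor peptide control wells for full effect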
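System: purified tagged CAL PDZ domain construct (CerCALP). Schedule: 1 h incubation at room temperature before polarization reading. Medium: 25 mM sodium phosphate pH 7.4, 150 mM NaCl, TCEP, IgG, Thesit. Read-out: percent inhibition from loss of millipolarization. Measured by: FP readout, S and P plane fluorescence. Probe or stimulus: fluorescent TMR peptide probe.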
RTF Ca sens act: cardiac RTF calcium sensitization | IANBD-labeled TnC RTF fluorescence at EC20 calcium; 0% EC20 calcium, 100% full calcium | activation, % at 7.2 µM | 340,000 compounds, 0.24% hits;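 active means activation above the mean over all tested compounds plus 3 SD, cut at about 30% in these data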;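 further: rise in fluorescence read as greater calcium sensitivity of cardiac thin filaments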
* = called active by the depositor; · = no result given; & = joins results of further samples.

The line under a structure holds: Wnt bcat act | V-ATPase pHluor | Tat transport | CDK5 inh | CAL PDZ FP-1 | MITF act | Rtt109 HAT inh | dFosB activator | CAL PDZ FP-2 | RTF Ca sens act
> COc1ccc(C2=CC(c3ccc(C)cc3)n3nnnc3N2)cc1 (stereo unspecified)
→ · | 1 | 7 | -1.2 | -2 | · | -12 | -11 | -0.6 | 13
> COc1ccc(N2CCN(c3ccc(N)cc3C#N)CC2)cc1
→ 1 | 0 | 4 | -1.7 | -2 | 7 | 1 | -4 | 0.5 | 6
> O=C(O)CC(CNC(=O)C1CCCN1C(=O)OCc1ccccc1)c1ccccc1 (stereo unspecified)
→ -2 | -1 | -1 | -0.1 | 74* | 12 | -3 | 10 | · | 1
> COc1ccccc1C(=O)COC(=O)c1c(-c2ccccc2)noc1C
→ -1 | 2 | 10 | -4.2 | -3 | -1 | 1 | -5 | -3.4 | -6
> O=C1NCCN1CCNS(=O)(=O)c1ccc(F)cc1
→ -2 | 1 | 1 | 0.6 | 3 | 15 | -5 | -1 | 0.4 | -1
> CCc1ccc(-c2cc(C)no2)cc1S(=O)(=O)NCCc1ccc(OC)c(OC)c1
→ -3 | 1 | 16 | · | 0 | 12 | 2 | -17 | -1.8 | -7
> CCOc1ccc(C(=O)NNC(=O)CNC(=O)c2ccc(C)s2)cc1OC
→ 1 | -1 | -2 | 0.9 | -2 | -3 | 4 | -6 | -1.0 | -3
> O=C(NCc1ccco1)c1csc2c1CCCCC2
→ -4 | -3 | 3 | -0.8 | -4 | 16 | -2 | -11 | -2.0 | 5
> COc1ccc(C2CC(c3ccccc3OC(C)=O)=NN2C(=O)/C=C/c2ccccc2)cc1 (stereo unspecified)
→ · | -1 | -5 | 0.9 | 52* | 0 | -15 | -11 | -0.6 | 8
> Cc1cc(NC(=O)CCC(=O)N(Cc2ccc(F)cc2)C(C(=O)NC2CCCC2)c2ccco2)no1 (stereo unspecified)
→ -1 | -3 | 1 | 2.9 | -2 | -11 | 3 | -5 | -1.0 | -3
> CCN(CC)C(=O)CSc1ccc(C(F)(F)F)cc1[N+](=O)[O-]
→ 2 | -10 | -3 | -0.6 | -6 | 5 | 6 | 0 | -2.5 | -4
> CC(C)CSc1nc2ccccc2n1CC(N)=O
→ · | 4 | -1 | -0.4 | -1 | 4 | -11 | -2 | -2.6 | 0
> CCOC(=O)c1cc(-c2ccc(F)cc2)n(CC(=O)NCc2ccccn2)c1C
→ -1 | -4 | 1 | 0.0 | 1 | -4 | · | -5 | -1.5 | -3
> CCOc1ccccc1C1CC(=O)NC2=C1C(=O)CCC2 (stereo unspecified)
→ · | 3 | -8 | -1.1 | 0 | -7 | 1 | 4 | 1.1 | 2
> COc1ccc(OC)c(-n2c(SCC(=O)NCc3ccco3)nnc2-c2c[nH]c3ccccc23)c1
→ 2 | 12* | -4 | -1.3 | -3 | · | 3 | -6 | -0.9 | 5
> CCCC(=O)Nc1nnc(SCC(=O)Nc2ccc3c(c2)OCCO3)s1
→ 4 | -3 | 10 | 0.5 | -2 | 1 | 1 | -6 | -0.3 | 3
> COc1ccc(OCCOC(=O)c2cccs2)cc1
→ 1 | -1 | 2 | 0.1 | 1 | · | -1 | 3 | -2.3 | 9
> COc1cccc(/C=N\n2c(C)nnc2C)c1OC
→ · | 5 | -4 | -1.5 | -2 | 1 | -6 | 0 | -0.9 | -1
> Cc1ccccc1C(=O)N1CCC(C(=O)Nc2nc3ccc(F)cc3s2)CC1
→ 5 | 2 | 3 | -0.1 | · | -11 | 8 | -12 | -1.0 | -12
> CCc1nc2ccccc2n1Cc1ccc(F)cc1
→ -2 | 1 | -1 | 0.5 | -4 | -2 | -3 | 2 | -0.4 | -6

Going on with the list.
The line under a structure holds: Wnt bcat act | V-ATPase pHluor | Tat transport | CDK5 inh | CAL PDZ FP-1 | MITF act | Rtt109 HAT inh | dFosB activator | CAL PDZ FP-2 | RTF Ca sens act
> CCCC(=O)NCCCc1nc2ccccc2n1CCC
→ 0 | 4 | -3 | 2.3 | 0 | 8 | -7 | 0 | -0.6 | 1
> O=C(NCCCN1CCC(Cc2ccccc2)CC1)C1CC(=O)N(C2CCCCCC2)C1 (stereo unspecified)
→ · | -1 | 2 | -4.0 | · | -1 | 0 | -12 | -1.6 | 4
> CCc1nnc(NS(=O)(=O)c2ccc(NC(=S)NC(=O)/C=C/c3ccc(OC)cc3)cc2)s1
→ -3 | -5 | -1 | -1.0 | -5 | -1 | 2 | -13 | -4.7 | -4
> Cc1ccc(-n2[nH]c(=O)c(-c3ccccn3)c2C)cc1
→ -1 | 1 | -1 | -0.7 | 1 | -83 | 14 | 4 | -0.4 | 2
> COc1ccc(-c2nc3c(=O)n(C)c(=O)[nH]c3n2CCc2ccccc2)cc1
→ -1 | -4 | -3&1 | 0.2 | 3 | 7 | 0&8 | -4 | -0.7 | -2
> Cc1ccccc1NC(=S)NCc1ccco1
→ -1 | 1 | 2 | -0.3 | -1 | -14 | -5 | 1 | -0.3 | -3
> Cc1ccc(NC(=O)N2CCN(C(=O)c3ccco3)CC2)cc1Cl
→ 2 | -2 | -4 | 0.3 | 10 | 9 | -10 | -9 | -2.4 | -2
> COC(=O)c1c(NC(=O)CSc2ncn[nH]2)sc(C)c1C
→ 4 | 4 | 2 | -0.2 | -5 | -20 | -2 | -5 | -2.9 | 4
> COc1ccc(C(CC(=O)O)NC(=O)Cc2ccccc2)cc1 (stereo unspecified)
→ · | -3 | -2 | -2.2 | -5 | -3 | 7 | 4 | -2.4 | 0
> CCc1ccc(-n2c(O)c(C=NCCN(CC)CC)c(=O)[nH]c2=O)cc1
→ · | -4 | 4 | -0.7 | -2 | · | 3 | -6 | -2.8 | 17
> CC(C)(C)NC(=O)c1cccc2c1C(=O)c1ccccc1-2
→ 0 | 1 | 6 | -0.1 | 0 | · | -3 | -5 | 0.4 | -4
> Cc1ccc(NC(=O)/C(CN(C)C)=N\O)cc1
→ · | 0 | 2 | -0.2 | -1 | · | 24 | -4 | -4.2 | 9
> O=C(NCCOc1ccccc1)c1ccccc1Cl
→ 35* | -2 | 5 | 0.2 | -3 | 71 | -3 | 2 | -1.2 | -3
> CC1CCN(CC(=O)Nc2nccs2)CC1
→ -1 | 2 | 7 | -5.1 | -3 | · | 1 | 3 | -1.0 | -4
> CCC(C)[C@H](NC(=O)C1CC(=O)N(c2ccc(OC)cc2)C1)C(=O)NC1CCCC1 (stereo partly specified)
→ 0 | -2 | -3 | 0.7 | 3 | 2 | 1 | 5 | -1.1 | -2
> COc1ccc(CCNC(=O)c2sc3cc(C)ccc3c2Cl)cc1
→ · | 3 | -3 | 0.5 | -3 | 13 | 9 | -1 | 0.1 | 1
> O=C(c1ccc2c(c1)OCO2)N(Cc1ccco1)C1(C(=O)NC2CCCCC2)CCCCC1
→ -5 | -4 | 0 | -0.9 | -6 | · | 14 | -3 | -1.6 | 4
> Cc1cc(NC(=O)CSc2nnc(CNC(=O)c3ccccc3)o2)no1
→ -2 | 8 | 34 | 2.0 | -1 | 8 | -1 | -3 | 0.2 | -2
> CC(C)N(Cc1ccccc1)C(=O)CN1C(=O)NC2(CCCC2)C1=O
→ 0 | -1 | 5 | -0.6 | -2 | 4 | -6 | 2 | -1.7 | -2
> COc1ccc(NC2(c3ccc(Cl)cc3)C(=O)c3ccccc3C2=O)cc1
→ · | 1 | 0 | 0.5 | -1 | -1 | -2 | 4 | -0.8 | 0

Going on with the list.
The line under a structure holds: Wnt bcat act | V-ATPase pHluor | Tat transport | CDK5 inh | CAL PDZ FP-1 | MITF act | Rtt109 HAT inh | dFosB activator | CAL PDZ FP-2 | RTF Ca sens act
> COc1ccc(-c2c3c(=O)n(C)c(=O)n(C)c3cn2-c2cccc(OC)c2)cc1
→ 5 | 0 | -8 | 0.6 | -4 | -2 | 1 | -4 | -2.7 | 16
> O=C(Nc1ccc([N+](=O)[O-])cc1Br)c1cccnc1
→ 0 | 3 | 2 | 0.1 | 2 | -1 | 2 | 0 | -1.6 | -5
> CCC1(c2ccccc2)NC(=O)N(CC(=O)Nc2cc(S(=O)(=O)N3CCOCC3)ccc2OC(C)C)C1=O (stereo unspecified)
→ 4 | 1 | 5 | -1.3 | 0 | -9 | 5 | -24 | -2.5 | 2
> COc1cccc(CN(C)CC(=O)Nc2ccccc2C(=O)Nc2ccccc2)c1
→ 0 | 8 | -2 | 0.7 | -7 | -19 | -5 | -12 | -0.8 | 8
> O=C(O)c1ccccc1NS(=O)(=O)c1cccc(NS(=O)(=O)c2cc(Br)ccc2Br)c1
→ 5 | 4 | 5 | -0.1 | -7 | 3 | 2 | -11 | -0.5 | 2
> Cc1ccc(C(=O)Nc2ccc(Nc3ccccc3)cc2)c(Cl)c1
→ 1 | -2 | -4 | 0.1 | · | -2 | 2 | 8 | 0.3 | 6
> O=C(CCc1nnc(Cc2ccc3c(c2)OCO3)o1)NCCc1ccccc1Cl
→ 2 | -1 | 5 | 0.7 | -4 | 6 | -1 | -4 | 0.0 | -4
> O=C(CSc1nc2cc(Cl)ccc2s1)c1cc2ccccc2o1
→ -2 | 1 | -4 | 2.9 | · | 0 | 10 | -10 | -2.2 | 17
> CC(=O)Nc1ccc(S(=O)(=O)Nc2ccc3nc(C)sc3c2)cc1
→ -2 | 3 | 0 | 1.1 | -4 | -4 | -1 | -6 | -0.9 | 10
> O=C(O)CN1C(=O)CCS(=O)c2ccccc21 (stereo unspecified)
→ 0 | 6 | 6 | -1.3 | · | -7 | -3 | -1 | 0.9 | -4
> O=C(Cc1c[nH]c2ccccc12)NCc1ccncc1
→ 1 | 3 | -5 | 2.0 | -7 | 8 | 1 | -4 | -1.3 | 2
> Cc1cc(O)c(NC(=O)c2ccc(C)c([N+](=O)[O-])c2)cc1C
→ 5 | 2 | -4 | 0.6 | 1 | 31 | -5 | 6 | -0.1 | ·
> CCCCNC(=O)COC(=O)c1ccc(N(C)C)cc1
→ 1 | 6 | 1 | -2.2 | · | 11 | -6 | -7 | -1.4 | 6
> CCc1cc2c(SCC(=O)NC3CCS(=O)(=O)C3)ncnc2s1 (stereo unspecified)
→ -2 | 2 | -6 | -3.0 | -3 | -5 | 0 | -10 | -2.2 | 4
> CCOC(=O)N1CCC(NC(=O)c2cc(C)c3c(C)nn(-c4ccccc4)c3n2)CC1
→ -3 | -1 | -16 | 1.7 | -1 | -4 | -9 | -5 | -0.8 | -8
> CC1CCN(C(=O)CCNS(=O)(=O)c2ccc(Br)cc2)CC1
→ -2 | 9 | 1 | 1.2 | · | -8 | -6 | -3 | 0.2 | 3
> CCN1C(=O)[C@H]2[C@@H](c3ccc(OC)cc3)N3C(=O)CN(CCOC)C(=O)[C@@]3(C)[C@H]2C1=O
→ -4 | -1 | -4 | -0.3 | 0 | -2 | -3 | 0 | -0.4 | 4
> CC(C)N(C(=O)CC1ON(C)C(=O)N1c1ccc(Cl)cc1)C(C)C (stereo unspecified)
→ -1 | -7 | 4 | 1.5 | -2 | -11 | 10 | -7 | -2.3 | -1
> C=CCOc1cccc(C2C(C(=O)c3ccc(C)o3)=C(O)C(=O)N2CCCn2ccnc2)c1 (stereo unspecified)
→ -1 | -6 | -6 | 0.0 | 4 | 3 | 5 | -6 | -3.7 | 1
